HIV peptide binding = inhibitors of HIV fusion peptide binding, primary screen, biochemical, uHTS, fluorescence dequenching (AID 1986); actives 0.3% (n = 290,000); cell-free peptide binding, fluorescence dequenching, 30 min; higher % means a stronger effect; inhibition, % at 20 µM; hits with a dose series show IC50 in µM; in the data active = inhibition mostly above about 52%, no sharp cut-off; inactive = mostly below about 76%; note: some results filed as inactive read as strong as hits
SIAH1 antagonists = Siah-1 peptide-binding antagonists, primary screen, biochemical, fluorescence polarization, rhodamine-plectin, uHTS (AID 1817). Siah-1 / rhodamine-plectin peptide fluorescence polarization; higher % means a stronger effect. displacement, % at 20 µM; hits with a dose series show IC50 in µM. actives 0.02% (n = 290,000);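 active = displacement of at least 50% at 20 µM, with a fluorescence ratio check between 0.3 and a set limit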;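 note: plate controls were Siah plus tracer with DMSO for no effect and tracer alone without Siah for full effect; strong numbers were not always called active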
NTR1 agonist = agonists of NTR1, primary screen, imaging, U2OS cells, beta-arrestin-GFP, high content (AID 493036) | Neurotensin receptor type 1 (Homo sapiens), P30989 | NTR1-U2OS beta-arrestin-GFP spot imaging, agonist mode | activation, % at 20 µM | actives 0.17% (n = 330,000);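 active = activation at or above 40% of the spot to cytoplasm intensity ratio, with at least 20 cells analyzed; inconclusive = wells under 20 cells, flagged as cytotoxic or low count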;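 note: 0% = DMSO without peptide and 100% = 100 nM NTR1 peptide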
Target sequence (P30989 whole entry, looked up): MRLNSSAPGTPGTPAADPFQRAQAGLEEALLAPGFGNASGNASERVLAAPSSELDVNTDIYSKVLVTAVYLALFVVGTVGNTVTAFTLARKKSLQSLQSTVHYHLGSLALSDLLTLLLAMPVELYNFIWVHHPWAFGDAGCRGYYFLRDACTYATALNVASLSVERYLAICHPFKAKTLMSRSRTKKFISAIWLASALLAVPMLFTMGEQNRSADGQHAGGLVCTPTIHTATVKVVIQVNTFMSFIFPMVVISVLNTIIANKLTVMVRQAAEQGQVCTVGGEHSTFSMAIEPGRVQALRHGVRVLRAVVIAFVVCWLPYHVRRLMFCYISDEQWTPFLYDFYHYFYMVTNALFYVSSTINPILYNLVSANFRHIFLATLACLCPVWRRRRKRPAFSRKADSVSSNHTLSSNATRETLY
Myeloid diff MLP = induction of myeloid progenitor differentiation, primary screen, cell-based, flow cytometry, MLPCN library | ER-HoxA9 myeloid progenitors, lysozyme-GFP differentiation | calls only at 10 µM | actives 1% (n = 360,000);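 active = normalized GFP-positive differentiation at or above the plate's own cutoff, the solvent-only control mean plus 3 SD; inconclusive = no clear call, values can overlap the other calls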;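 note: cells exposed to compound for four days before flow analysis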
Salmonella PhoP GFP = inhibitors of PhoP regulon expression, primary screen, Salmonella Typhimurium, GFP reporter (AID 1863). S. Typhimurium PhoP-regulated promoter GFP reporter, 4 h; higher % means a stronger effect. inhibition, % at 50 µM, or IC50 in µM where a hit was titrated. actives 0.16% (n = 300,000);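 active = inhibition over 29.93%, a cutoff 3 SD above the screen mean, later confirmed by dose response; inconclusive = inhibition over 29.93% but no dose response follow-up; inactive = inhibition at most 29.93% or unconfirmed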;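 note: 0% = low Mg2+ inducing control and 100% = high Mg2+ repressing control; strong numbers were not always called active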
LYP inhibition = inhibitors of LYP phosphatase, biochemical, fluorescence intensity, uHTS (AID 1779); actives 0.054% (n = 290,000); inhibition, % at 11.5 µM; hits with a dose series show IC50 in µM; Tyrosine-protein phosphatase non-receptor type 22 (Homo sapiens); recombinant LYP phosphatase, fluorescence intensity; higher % means a stronger effect; in the data active = inhibition above about 50%;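 note: plate controls were vehicle with enzyme for no effect and no enzyme for full effect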
GPR55 antagonists = GPR55 antagonists blocking LPI-driven arrestin recruitment, primary screen, imaging, U2OS, beta-arrestin-GFP, LPI agonist (AID 2013) | actives 0.13% (n = 290,000) | inhibition, % at 10 µM; hits with a dose series show IC50 in µM | U2OS GPR55 beta-arrestin-GFP translocation imaging, LPI antagonism; higher % means a stronger effect;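 active = spots per cell inhibited over 60%, with over 100 cells counted and total cytoplasm intensity under 500,000; inconclusive = wells with under 100 cells, flagged as likely toxic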;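 note: U2OS cells stably carrying GPR55 and arrestin-GFP stimulated by 5 µM LPI near EC80; imaged beta-arrestin-GFP aggregate spots per cell after agonist stimulation; plate controls were LPI-stimulated DMSO wells for no effect and DMSO wells without LPI for full effect; some results filed as inactive read as strong as hits; confirmed hits need IC50 under 10 µM and bright autofluorescent wells are also inconclusive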
Rac1 GTP hydrolysis = MgcRacGAP GTPase-activating activity inhibitors, confirmation, biochemical, ADP Hunter fluorescence; Rac GTPase-activating protein 1 (Homo sapiens); one-dose inhibition, % at 30 µM; IC50 in µM for titrated hits; actives 0.6% (n = 340,000); MgcRacGAP-stimulated Rac1 GTP hydrolysis, ADP Hunter fluorescence; higher % means a stronger effect; GST-tagged Rac1 F28L mutant substrate;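 active = first-screen hits whose inhibition reached a set limit at any dose in the follow-up dose series; inconclusive = inhibition above the set first-screen limit but never retested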;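 note: fluorescence reports GDP produced by GAP-driven GTP hydrolysis; strong numbers were not always called active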
GPR35 arrestin U2OS = GPR35 antagonists blocking zaprinast-driven arrestin recruitment, primary screen, imaging, U2OS, beta-arrestin-GFP, zaprinast agonist (AID 2058) | G-protein coupled receptor 35 (Homo sapiens) | U2OS GPR35 beta-arrestin-GFP translocation imaging, zaprinast antagonism; higher % means a stronger effect | inhibition, % at 10 µM; hits with a dose series show IC50 in µM | actives 0.052% (n = 290,000);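 active = inhibition of at least 50% with at least 30 cells and total cytoplasm GFP at most 10,000,000; inconclusive = under 30 cells or total GFP of 10,000,000 plus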
NTR1 agonist cell count 20 µM = further read-out of NTR1 agonist, marked with its call; cell count; measured here: cell count, cytotoxicity flag
Myeloid diff MLP GFP+ MAC1+ % = recorded beside Myeloid diff MLP, whose call it bears; GFP+ MAC1+ double positive, %; measured here: differentiation confirmed by MAC1 staining
Starred values were filed as active, the others as inactive; i = inactive; ? = inconclusive; . = not tested or not shown; + = active, no number.

The line under a structure holds: HIV peptide binding | SIAH1 antagonists | NTR1 agonist | NTR1 agonist cell count 20 µM | Myeloid diff MLP | Myeloid diff MLP GFP+ MAC1+ % | Salmonella PhoP GFP | LYP inhibition | GPR55 antagonists | Rac1 GTP hydrolysis | GPR35 arrestin U2OS
[1] O=C(CCC1CCCN(Cc2ccc3c(c2)OCCO3)C1)NCc1ccc(F)c(F)c1 (configuration not stated)
→ 0.9% | 1.0% | -3.0 | 63 | i | 0.0 | 0.8% | -2.9% | 15.7% | 6.0% | 1.0%
[2] COC(=O)c1sc(N)c(C(=O)OC)c1COC(=O)CNS(=O)(=O)c1cccc(C#N)c1
→ 2.6% | -3.6% | -0.4 | 42 | i | 0.5 | -3.9% | 4.4% | -4.3% | 10.1% | 14.0%
[3] CCN(CC)CC#CC(OC)(c1ccccc1)c1ccccc1
→ 0.7% | 3.0% | 3.0 | 30 | i | 0.3 | -1.9% | -10.0% | 15.8% | 3.8% | 25.5%
[4] CCCNC(=O)c1ccccc1NC(=O)CN(c1ccccc1)S(=O)(=O)N(C)C
→ 0.9% | 0.6% | 0.1 | 40 | . | . | -12.8% | -0.9% | 10.5% | 3.3% | -4.3%
[5] CCOC(=O)C1CCN(CC(O)COc2ccc(C(C)(C)C)cc2)CC1 (configuration not stated)
→ -0.3% | -3.4% | 1.5 | 40 | + | 0.3* | 6.0% | -4.0% | 16.2% | 22.0% | 32.7%
[6] CC(NC(=O)COC(=O)Cc1ccsc1)c1ccccc1 (configuration not stated)
→ -1.0% | 1.0% | -1.1 | 44 | i | 0.8 | -6.9% | -2.5% | -8.6% | 6.1% | 8.0%
[7] CCC1(c2cccc(Cl)c2)NC(=O)N(Cc2cc(C(=O)OC)c(C)o2)C1=O (configuration not stated)
→ 1.3% | -5.8% | 1.1 | 71 | i | 0.7 | -3.1% | -1.2% | 3.1% | -3.5% | 10.0%
[8] CCOc1ccccc1NC(=O)c1cc(SC)ccc1Cl
→ -2.2% | 4.2% | 6.1 | 50 | i | 0.6 | -0.4% | 0.5% | -6.2% | -17.3% | 7.8%
[9] CC1CC(C)(C)CC2(C1)NC(=O)N(CC(=O)N(Cc1ccccc1)c1ccccc1)C2=O (configuration not stated)
→ . | . | 6.5 | 62 | i | 0.5 | 1.4% | . | . | 3.5% | .
[10] CCn1c(N2CCN(S(=O)(=O)c3ccc(Cl)cc3)CC2)nc2ccccc21
→ -1.0% | 1.5% | 8.0 | 63 | i | 0.2 | -1.5% | 1.8% | 2.1% | 5.8% | 0.4%
[11] Cc1cc(=O)c2cc(Br)ccc2[nH]1
→ -1.8% | -7.6% | -1.3 | 85 | i | 0.8 | 7.8% | -8.8% | 3.4% | 3.5% | 1.7%
[12] CCc1ccc(S(=O)(=O)NC2CCCCNC2=O)cc1 (configuration not stated)
→ -0.6% | 3.7% | -1.3 | 83 | i | 1.9 | 1.7% | -9.5% | 7.9% | -0.4% | -10.5%
[13] COc1cc(C(=O)OCC(=O)NCCN2C(=O)CSC2=O)ccc1OCc1c(C)noc1C
→ 18.2% | 7.0% | 0.1 | 54 | ? | . | -2.8% | -4.5% | -3.5% | -1.3% | -15.1%
[14] O=C1C(Cc2ccccc2)Nc2ncnc(N3CCN(c4ccccc4)CC3)c2N1Cc1ccc(Cl)cc1 (configuration not stated)
→ . | . | 5.5 | 88 | i | 1.1 | 7.5% | . | . | 3.5% | .
[15] CC(=O)Nc1sc(N/N=C/c2ccccc2F)nc1-c1ccc(C)cc1
→ -2.7% | -2.9% | 1.5 | 31 | i | 0.3 | -8.0% | -0.3% | 16.6% | -11.9% | -6.6%

7 compounds already listed, sorted by their value in GPR35 arrestin U2OS, smallest number first.
item	SMILES	HIV peptide binding	SIAH1 antagonists	Myeloid diff MLP GFP+ MAC1+ %	Salmonella PhoP GFP	LYP inhibition	Rac1 GTP hydrolysis	GPR35 arrestin U2OS
13	COc1cc(C(=O)OCC(=O)NCCN2C(=O)CSC2=O)ccc1OCc1c(C)noc1C	18.2%	7.0%	.	-2.8%	-4.5%	-1.3%	-15.1%
15	CC(=O)Nc1sc(N/N=C/c2ccccc2F)nc1-c1ccc(C)cc1	-2.7%	-2.9%	0.3	-8.0%	-0.3%	-11.9%	-6.6%
4	CCCNC(=O)c1ccccc1NC(=O)CN(c1ccccc1)S(=O)(=O)N(C)C	0.9%	0.6%	.	-12.8%	-0.9%	3.3%	-4.3%
11	Cc1cc(=O)c2cc(Br)ccc2[nH]1	-1.8%	-7.6%	0.8	7.8%	-8.8%	3.5%	1.7%
6	CC(NC(=O)COC(=O)Cc1ccsc1)c1ccccc1 (configuration not stated)	-1.0%	1.0%	0.8	-6.9%	-2.5%	6.1%	8.0%
2	COC(=O)c1sc(N)c(C(=O)OC)c1COC(=O)CNS(=O)(=O)c1cccc(C#N)c1	2.6%	-3.6%	0.5	-3.9%	4.4%	10.1%	14.0%
3	CCN(CC)CC#CC(OC)(c1ccccc1)c1ccccc1	0.7%	3.0%	0.3	-1.9%	-10.0%	3.8%	25.5%

A draw from above in order of SMILES length, high to low:
The line under a structure holds: HIV peptide binding | SIAH1 antagonists | NTR1 agonist | NTR1 agonist cell count 20 µM | Myeloid diff MLP | Myeloid diff MLP GFP+ MAC1+ % | Salmonella PhoP GFP | LYP inhibition | GPR55 antagonists | Rac1 GTP hydrolysis | GPR35 arrestin U2OS
[2] COC(=O)c1sc(N)c(C(=O)OC)c1COC(=O)CNS(=O)(=O)c1cccc(C#N)c1
→ 2.6% | -3.6% | -0.4 | 42 | i | 0.5 | -3.9% | 4.4% | -4.3% | 10.1% | 14.0%
[4] CCCNC(=O)c1ccccc1NC(=O)CN(c1ccccc1)S(=O)(=O)N(C)C
→ 0.9% | 0.6% | 0.1 | 40 | . | . | -12.8% | -0.9% | 10.5% | 3.3% | -4.3%
[6] CC(NC(=O)COC(=O)Cc1ccsc1)c1ccccc1 (configuration not stated)
→ -1.0% | 1.0% | -1.1 | 44 | i | 0.8 | -6.9% | -2.5% | -8.6% | 6.1% | 8.0%

Remaining list, next part
The line under a structure holds: HIV peptide binding | SIAH1 antagonists | NTR1 agonist | NTR1 agonist cell count 20 µM | Myeloid diff MLP | Myeloid diff MLP GFP+ MAC1+ % | Salmonella PhoP GFP | LYP inhibition | GPR55 antagonists | Rac1 GTP hydrolysis | GPR35 arrestin U2OS
[16] Cc1ccc(NC(=O)CSc2ccccc2NC(=O)c2cccc(Cl)c2)cc1Cl
→ 0.0% | -2.4% | 7.3 | 53 | i | 0.8 | -1.1% | -7.8% | -2.6% | 7.1% | -6.9%
[17] O=c1c2ccccc2ncn1Cc1ccc2c(c1)OCO2
→ -1.7% | 3.9% | 1.8 | 82 | i | 0.9 | 4.1% | -4.7% | 0.1% | 9.9% | 7.9%
[18] CSc1ncccc1C(=O)Nc1nc2ccc(Oc3ccccc3)cc2s1
→ 0.6% | 1.2% | 6.8 | 66 | i | 0.3 | -15.8% | -6.8% | -0.5% | 8.3% | 5.2%
[19] CCN(CC)C(=O)CSc1nnc2cc(C)c3ccccc3n12
→ 1.4% | -0.1% | -0.4 | 32 | i | 1.7 | 0.8% | -9.9% | -16.4% | 1.0% | -9.2%
[20] c1ccc2c(SCc3cn4cccnc4n3)ncnc2c1
→ 0.4% | -5.2% | 0.4 | 42 | i | 0.9 | 9.2% | -4.7% | -4.6% | 13.9% | -5.5%
